# CTSL1 counter – Fasciola hepatica cathepsin L1 inhibitors, primary screen, counter-screen for PFM18AAP inhibitor project, biochemical, QFRET, fluorogenic peptide substrate. recombinant F. hepatica cathepsin L1, Z-Leu-Arg-MCA fluorescence. inhibition, % at 5.96 µM. 300,000 tested, 0.49% active;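 active means inhibition above the mean of all tested compounds plus 3 SD, set per screening campaign, cut at about 17% in these data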;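 further: 0% = plate median of test compound wells and 100% = 1 µM Z-Phe-Ala-diazomethylketone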
# Efflux pump inh – inhibitors of Candida efflux pumps in yeast, primary screen, S. cerevisiae, Nile Red, multiplex; 330,000 tested, 0.44% active; S. cerevisiae Candida pump triplex; inhibition, % at 10 µM;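 active means plate passing quality check with inhibition over a set limit, or well fluorescence over plate mean plus 4 SD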;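 further: Nile Red retained in pooled yeast measured as flow cytometry median fluorescence; 0% = buffer negative control and 100% = Enniatin B positive control; higher means more Nile Red kept so more efflux inhibition; some compounds called inactive have numbers as strong as hits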
# LYPLA2 inh – LYPLA2 inhibitors, primary screen, counter-screen for PME1 inhibitor project, biochemical, fluorescence polarization, FP-Rh probe ABPP; recombinant LYPLA2; Acyl-protein thioesterase 2 (Homo sapiens), O95372; 320,000 tested, 0.38% active; AID 2177, 2009; inhibition, % at 5.9 µM;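 active means inhibition above the screen-wide mean plus 3 SD, limit set per campaign, cut at about 26% in these data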;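 further: 0% = LYPLA2 with DMSO and 100% = wells lacking LYPLA2 enzyme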
# Target sequence (O95372 whole entry, looked up): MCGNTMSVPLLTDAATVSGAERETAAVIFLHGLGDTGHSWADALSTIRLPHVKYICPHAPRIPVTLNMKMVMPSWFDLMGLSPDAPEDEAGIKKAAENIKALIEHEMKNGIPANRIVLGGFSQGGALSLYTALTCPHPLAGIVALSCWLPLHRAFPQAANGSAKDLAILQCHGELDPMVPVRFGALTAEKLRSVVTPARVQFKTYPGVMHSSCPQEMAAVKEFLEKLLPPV
# PP5 inh – PP5 phosphatase inhibitors, primary screen, biochemical, fluorescence | Serine/threonine-protein phosphatase 5 (Homo sapiens), P53041 | purified PP5c, OMFP substrate fluorescence | inhibition, % at 6.7 µM | 320,000 tested, 0.18% active | AID 1987, 2009;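 active means inhibition above the campaign's mean inhibition across all tested compounds plus 3 SD, cut at about 9.5% in these data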;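 further: 0% = DMSO only and 100% = 100 µM cantharidin control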
# Target sequence (P53041 whole entry, looked up): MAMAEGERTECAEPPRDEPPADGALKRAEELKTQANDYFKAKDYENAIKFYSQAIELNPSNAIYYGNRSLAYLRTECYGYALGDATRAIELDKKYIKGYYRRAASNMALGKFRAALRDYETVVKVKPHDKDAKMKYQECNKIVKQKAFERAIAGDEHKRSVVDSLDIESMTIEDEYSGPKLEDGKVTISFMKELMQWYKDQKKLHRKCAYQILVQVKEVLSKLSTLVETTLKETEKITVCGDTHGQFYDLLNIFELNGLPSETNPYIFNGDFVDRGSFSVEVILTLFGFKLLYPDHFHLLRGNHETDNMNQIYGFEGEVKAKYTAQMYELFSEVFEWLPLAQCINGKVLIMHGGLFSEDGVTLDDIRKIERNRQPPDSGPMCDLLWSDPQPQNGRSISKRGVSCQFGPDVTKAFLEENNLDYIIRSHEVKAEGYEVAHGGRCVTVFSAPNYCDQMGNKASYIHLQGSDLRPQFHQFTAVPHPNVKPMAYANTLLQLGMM
# TPT1 inh – Candida albicans TPT1 enzyme inhibitors, primary screen, biochemical, fluorescence polarization; tRNA 2'-phosphotransferase TPT1 (Candida albicans SC5314); recombinant caTPT1, FP RNA substrate dephosphorylation; inhibition, % at 5 µM; 300,000 tested, 0.81% active;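 active means inhibition above the mean of all tested compounds plus 3 SD, set per screening campaign, cut at about 24% in these data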;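 further: plate controls were DMSO alone for no effect and ferristatin control at 100 nM for full effect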
# JMJD2C inh – inhibitors of GASC-1 histone demethylase, primary screen, biochemical, fluorescence, DELFIA europium; Lysine-specific demethylase 4C (Homo sapiens), Q9H3R0; GST-JMJD2C(1-420) H3K9me3 demethylation; inhibition, % at 2.35 µM; 330,000 tested, 0.069% active; AID 2099, 2009;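 active means more than half of a compound's replicate wells show inhibition beyond 50%, single wells judged on their own value; inconclusive means some, but no more than half, of replicates pass 50% inhibition; inactive means no replicate passes 50% inhibition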;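 further: signal counts dimethyl H3K9 product captured on neutravidin plate; 0% = median of DMSO wells and 100% = 0.3 times that DMSO median; strong numbers were not always called active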
# PP1 counter – PP1-alpha phosphatase inhibitors, primary screen, counter-screen for PP5 inhibitor project, biochemical, fluorescence, OMFP substrate, single point | purified PP1alpha | inhibition, % at 6.7 µM | 320,000 tested, 0.9% active;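 active means inhibition above the mean inhibition of all tested compounds plus 3 SD, computed separately for each screening campaign, cut at about 15% in these data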
# Target sequence (P62136 whole entry, looked up): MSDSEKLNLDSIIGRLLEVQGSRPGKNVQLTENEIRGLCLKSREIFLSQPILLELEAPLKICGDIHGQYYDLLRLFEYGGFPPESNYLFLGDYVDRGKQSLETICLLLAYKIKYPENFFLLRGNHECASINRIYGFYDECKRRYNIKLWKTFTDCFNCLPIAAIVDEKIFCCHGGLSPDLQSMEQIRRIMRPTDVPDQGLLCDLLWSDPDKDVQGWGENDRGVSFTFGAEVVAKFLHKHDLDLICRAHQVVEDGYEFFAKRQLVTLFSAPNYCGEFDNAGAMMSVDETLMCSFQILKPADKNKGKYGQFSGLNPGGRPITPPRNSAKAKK
# PREPL inh – PREPL enzyme inhibitors, primary screen, biochemical, fluorescence polarization. inhibition, % at 5.96 µM. 320,000 tested, 0.68% active. Prolyl endopeptidase-like (Homo sapiens), Q4J6C6. recombinant PREPL, fluorescence polarization activity-based probe; in the data active means inhibition above about 43%;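 further: 0% = enzyme with DMSO and 100% = wells lacking enzyme; many of its hits are not listed in these tables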
# core dimer inh – inhibitors of HCV core protein dimerization, primary screen, biochemical, TR-FRET, high-throughput | TR-FRET GST/Flag-core106 dimerization, 1536-well | inhibition, % at 5 µM | 300,000 tested, 0.33% active | AID 1899, 2009;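 active means inhibition above the mean of all tested compounds plus 3 SD, set per screening campaign, cut at about 45% in these data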
#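 Assay system: Tagged HCV core106 pair (GST and Flag) | Buffer or medium: KF-containing HEPES buffer, pH 7.45, DTT, CHAPS, BSA | Also added: Eu donor and XL665 acceptor anti-tag antibodies | Dosing: One concentration, 5 µM, in 0.5% DMSO | Timing: 4 h at 22.5 °C | Technique: TR-FRET 671 and 617 nm emission | Repeats: Singlicate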
# The depositor's hits bear a star; i = inactive; ? = inconclusive; . = no result given; & = joins results of further samples.
SMILES,CTSL1 counter,Efflux pump inh,LYPLA2 inh,PP5 inh,TPT1 inh,JMJD2C inh,PP1 counter,PREPL inh,core dimer inh
COc1ccc(CCN(C)Cc2ccc(OC)c(OCc3ccccc3)c2)cc1OC,2,0.1,1,0.6,-2,-4,-2,5,1
O=C(N/N=C/c1ccncc1)c1ccccn1,0,0.1,2,1.7,-3,-14,0,12,-20
CCCNC(=O)c1cn(CC)c2cc(N3CCN(C)CC3)c(F)cc2c1=O,-3,0.0,4,2.3,-6,1,-1,5,-4
Cc1ccc(NC(=O)CSCC(=O)N(C)Cc2ccc(Cl)c(Cl)c2)cc1,.,0.0,6,1.9,.,-38,2,-17,.
Cc1ccc(-c2cc(C(=O)Nc3ccncc3)c3ccccc3n2)cc1,0,-0.1,-8,4.4,-5,.,7,-18,-2
Nc1c(C(=O)Nc2ccc(Cl)c(Cl)c2)sc2nc(-c3cccnc3)ccc12,0,1.4,0,2.0,4,-5,0,10,19
Cc1cc(C(c2cc(C)c(N)c(C)c2)c2ccco2)cc(C)c1N,-1,-0.1,-2,0.1,-1,-10,-1,-1,-1
O=C(Nc1ccccc1N1CCCC1)c1ccc(Cl)cc1Cl,1,0.0,-5,0.2,-1,-3,-2,6,0
CCOC(=O)c1sc(N)nc1C(C)(C)C,0,0.0,1,2.6,-2,17,12,-1,10
O=C(Nc1nc(-c2ccccn2)cs1)c1cc(S(=O)(=O)N2CCOCC2)ccc1F,.,-0.1,1,0.7,.,.,9,15,.
Cn1ccnc1Sc1cc(NCCCO)c([N+](=O)[O-])c2nonc12,0,-0.1,7,0.7,-7,1,-6,5,5
COc1ccc(OC)c(NC(=O)Cn2cnc3c(cnn3-c3ccccc3)c2=O)c1,-3,0.4,6,2.8,1,0,2,3,11
CC1=C(C(=O)N2CCOCC2)C(c2ccccc2F)C2=C(CC(C)(C)CC2=O)N1 (stereo not given),2,-0.1,3,2.5,-2,-3,-2,4,-2
Cc1[nH]c2ccccc2c1C(=O)CN1CCC(C(N)=O)(N2CCCCC2)CC1,2,0.0,-6,1.9,2,-10,-2,4,2
COC(=O)c1ccccc1NC(=O)C1CCN(C(=O)Cc2ccccc2)CC1,-1,-3.7,-2,-1.8,-5,10,-2,9,0
COC(=O)c1ccc(OC(=O)CS(=O)c2ccccc2[N+](=O)[O-])cc1 (stereo not given),-2,0.5,-2,3.1,-4,-1,0,11,-2
N/C(CCN1CCCCC1)=N/O,-4,0.0,-5,0.6,1,6,-1,3,-2
COc1ccc(CNC(=O)C2CCN(S(=O)(=O)c3ccc4c(c3)NC(=O)CO4)CC2)cc1,-4,0.1,2,0.4,4,-21,1,20,-7
CC1CCN(c2nc3ccc(C(=O)NCCCN4CCCCC4C)cc3s2)CC1 (stereo not given),-1,0.1,4,2.8,2,-24,-3,-7,-4
CCc1cccc(C)c1NC(=O)COC(=O)CC1CCCC1,-2,0.0,2,-0.3,-2,21,-3,16,-2

# The last three records of the section above lead into the next.
SMILES,CTSL1 counter,Efflux pump inh,LYPLA2 inh,PP5 inh,TPT1 inh,JMJD2C inh,PP1 counter,PREPL inh,core dimer inh
COc1ccc(CNC(=O)C2CCN(S(=O)(=O)c3ccc4c(c3)NC(=O)CO4)CC2)cc1,-4,0.1,2,0.4,4,-21,1,20,-7
CC1CCN(c2nc3ccc(C(=O)NCCCN4CCCCC4C)cc3s2)CC1 (stereo not given),-1,0.1,4,2.8,2,-24,-3,-7,-4
CCc1cccc(C)c1NC(=O)COC(=O)CC1CCCC1,-2,0.0,2,-0.3,-2,21,-3,16,-2
Nc1c(C(=O)NCc2ccco2)nnn1Cc1ccccc1,2,0.0,-1,1.7,2,-4,-2,6,-1
CN(C)CC#CCC(O)(c1ccccc1)C1CCCCC1 (stereo not given),-2,-0.1,6,-0.1,0,0,2,0,0
Cc1cc(-c2ccc(Br)cc2)n[nH]1,-4,0.0,8,2.4,-2,19,-1,-1,-4
Cc1ccc(S(=O)(=O)NCc2ccccc2)s1,1,0.0,5,2.1,-1,3,2,-6,-7
C/C(=N\NC(=S)NC(C)C)c1ccccc1,0,-0.1,2,-2.0,-2,1,-3,-7,0
Cc1nc(-c2ccc(S(=O)(=O)N3CCN(C4c5ccccc5-c5ccccc54)CC3)s2)cs1,-3,0.0,-8,1.1,-3,?,-5,-12,17
CC(C)C[C@H]1CN=C(Nc2ccccc2)N1CCCCc1ccccc1,-4,-0.1,1,46*,2,0,4,41,-7
COc1ccc(OC(C)C(=O)N2CCN(c3ccccn3)CC2)cc1 (stereo not given),-2,-0.1,0,0.4,1,9,-3,-23,-5
COc1ccc(Cc2nnc(SCC(=O)N3CCN(c4ccccc4)CC3)o2)cc1,-7,0.3,-2,2.6,1,13,4,-3,8
O=C(COC(=O)c1ccc(S(=O)(=O)N2CCCC2)cc1)Nc1cccc(Cl)c1,.,-0.3,4,3.4,.,2,-1,2,.
Nc1nonc1-n1nnc(C(=O)N/N=C/c2ccncc2)c1-c1ccccc1,-2,-0.1,-4,0.6,1,158,-1,5,4
CN1CCC/C1=C1/C(=O)N(c2ccccc2)N=C1NC(=O)Nc1cccc(Cl)c1,-3,0.1,2,0.2,-1,-2,-2,15,-5
CSc1ccccc1NC(=O)C(=O)c1c[nH]c2ccccc12,2,-0.1,-23,3.6,-2,-3,-1,4,-9
O=C(O)Cc1ccc(N=Cc2c(O)ccc3ccccc23)cc1,-2,0.0,2,2.5,1,-3,-1,8,1
Cc1ccc2c(Cl)cc(Cl)c(OCC(=O)NCCc3ccccn3)c2n1,1,0.0,0,0.3,4,-2,1,14,-2
CC(C)OC(=O)Nc1ccc(-c2ccc(NC(=O)OC(C)C)cc2Cl)c(Cl)c1,3,-0.1,1,-0.1,-2,-36,2,0,0
COc1cc(CN2CCN(C(=O)c3cccc4ccccc34)CC2)cc(OC)c1OC,2,0.0,-2,1.0,-2,-2,1,-4,8
CC(C)C(NC(=O)c1ccc(C(C)(C)C)cc1)C(=O)N1CCCC1 (stereo not given),4,-0.3,5,1.6,-4,-8,0,-2,0
Cc1cc(C(=O)CSc2nnc(-c3cccnc3)n2-c2ccccc2)c(C)n1CC1CCCO1 (stereo not given),0,0.0,-5,2.1,0,9,-3,2,14
Cc1ccc(N2C(=O)N(CC(=O)Nc3c(C)cc(C)cc3Cl)C(=O)C2C)cc1 (stereo not given),-2,0.0,-3,2.2,-4,10,-4,-13,0
O=C(C1=C(O)C(=O)N(CCN2CCOCC2)C1c1cccc(F)c1)c1cc2ccccc2o1 (stereo not given),8,0.1,-2,-0.4,10,i,10,16,1
CCOC(=O)c1sc(NC(=O)CSc2nc3c(c(=O)n2-c2ccc(C)cc2)SCC3)c(C(=O)OCC)c1C,-3,0.3,-3,3.2,-2,2,-3,2,5
Cn1c(=O)c2c(nc(SCC(=O)NCc3ccc4c(c3)OCO4)n2Cc2ccccc2)n(C)c1=O,1,0.3,-9,-3.1,0,12&-33,-17,4,-1
O=C(O)C1CCC(CNS(=O)(=O)c2ccc(Cl)cc2)CC1 (stereo not given),-5,0.7,3,0.2,4,8,-4,1,3
CC(=O)Cn1c(N2CCC(Cc3ccccc3)CC2)nc2c1c(=O)[nH]c(=O)n2C,-3,0.0,6,2.7,-2,-7,1,22,5
CCC(CC)N1CCN(CC2CC=CCC2)CC1 (stereo not given),-4,-0.1,-3,3.0,-3,2,5,8,-1
C=CCNC(=O)c1onc(CSc2ccc(F)c(F)c2)c1C(=O)NCC=C,-2,-0.2,-4,3.3,-2,-5,6,-2,4
CSc1ccc(S(=O)(=O)NCCCn2ccnc2)cc1,2,-0.2,3,3.7,-2,-4,-2,19,-9
CC(NC(=O)c1ccc(Cl)c(S(=O)(=O)N2CCCCCC2)c1)c1cccnc1 (stereo not given),.,0.1,0,2.5,.,1,-2,-4,.
O=C(N/N=C/c1c[nH]c2ccccc12)c1ccn(Cc2ccc(Cl)cc2)n1,2,0.0,6,3.6,1,5,4,22,8
Cn1c(SCc2ccc(C#N)cc2)nnc1-c1ccccc1,-1,-0.1,-3,0.9,-2,11,0,-4,6
COc1ccccc1CNC(=O)C(=O)NCCC1CCCCN1S(=O)(=O)c1cccs1 (stereo not given),-2,0.0,-6,0.7,-1,-5,4,-8,9
Cn1c(SCC(=O)N2CCCc3ccccc32)nc2ccccc2c1=O,3,0.0,11,0.0,2,0,1,-1,13
CC(C)C[C@@H](CC#N)N1CCN(CCc2ccccc2)CCC1=O,-2,0.0,11,2.8,-4,-6,0,26,-7
CN(C)c1ccc(NC(=O)CN2CCC(O)(c3ccccc3)CC2)cc1,2,0.1,-7,-2.9,3,18,0,9,-1
COc1cccc(C2(c3cccc(OC)c3)CC2C(=O)Nc2cccc3ccccc23)c1 (stereo not given),0,0.1,-1,-3.2,-4,3,-5,5,20
CCCCOC(=O)c1ccc(NC(=S)NC(=O)c2c(Br)c(C)nn2C)cc1,0,0.0,7,-0.4,-3,0,0,3,-21
CC(C)(C)c1nc(SCC(=O)NCc2ccco2)c2ccccc2n1,2,0.0,6,1.6,0,9,1,18,6
CC(=O)N(OCc1ccc(OC(C)C)c(Cl)c1)C(C)=O,0,0.0,8,0.5,1,3,2,-3,0
C=CCSc1nnc(NC(=O)c2cn(CC)c3nc(C)ccc3c2=O)s1,-2,0.0,-5,-4.2,12,3,-4,2,10
Cn1c(N)c(C(=O)COC(=O)c2ccccc2NCc2ccco2)c(=O)n(C)c1=O,-5,0.0,-2,-1.7,5,12,-2,8,-11
Cc1ccc(C)c(NC(=O)CCC(=O)NNC(=O)COc2cc(C)ccc2C)c1,-12,-0.2,5,3.8,0,0,-1,5,-13
Cn1ccnc1SCC(=O)c1ccc(C#N)cc1,1,-0.1,-4,3.3,-2,-1,-2,1,1
CC(C)CCN1CCN(CCCn2cccn2)CC1CCO (stereo not given),-4,0.0,0,-0.3,1,3,-6,-3,-2
COc1ccccc1NC(=O)NNC(=O)c1ccc2c(c1)NC(=O)C(C)(C)O2,0,-0.1,3,-1.4,-2,5,-3,-3,10
COC(=O)CC(NC(=O)c1ccco1)c1ccc(C(C)C)cc1 (stereo not given),-3,0.1,-4,-1.7,-1,2,-3,-2,1
CN(C)S(=O)(=O)c1ccc(C(=O)OCC(=O)Nc2cccnc2Cl)cc1,-4,-0.1,3,-1.2,2,19,-4,-2,-2
Cc1nn(Cc2ccc(C(=O)Nc3ccccc3F)cc2)c(C)c1Cl,-12,0.1,4,5.0,-3,-3,0,6,0
CC(=O)Nc1nc2n(n1)C(c1ccc(Cl)cc1)C=C(C)N2 (stereo not given),-1,0.0,5,-0.8,-2,-9,0,3,0

# Some of the compounds tested; count on the stated rates, not on these rows.
